LDHA block: LDHA (human) enzyme inhibition | AID 1347041 | purified LDHA, NADH/diaphorase-resazurin fluorescence; stronger effect = lower value | activity change, % (values are at about 110 or 230 µM) | 0.15% of 480,000 active | P00338; in the data active = activity change below about -30%; inconclusive = mostly about -25% to -30%;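 also: plate controls were DMSO wells for no effect and wells without enzyme for full effect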
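LDH5 2 nM; NADH 0.06 mM, pyruvate 0.2 mM; 200 mM Tris pH 7.4, EDTA, Tween-20; 5 min RT. Detection: diaphorase 0.133 mg/mL + resazurin 37 µM, fluorescence ex540/em590 at 0 and 20 min; normalized to enzyme-free and DMSO wells.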
* marks the source's active call; other numbers are inactive results; ? = inconclusive.

Sample of the layout (17 entries):
SMILES	LDHA block
N#Cc1c2n(c(=O)n(CCOc3ccccc3)c1=O)CCC2	6
Cc1ccccc1CC(=O)NCC1CCCO1 (configuration not stated)	-7
CCC(=O)Nc1ccc2oc(-c3ccc(C)c(Cl)c3)nc2c1	-1
O=C(COC(=O)c1ccc(Cl)c([N+](=O)[O-])c1)c1ccc2c(c1)OCCO2	-7
CCOc1cccc(/C=C2\NC(=O)NC2=O)c1O	5
Fc1ccccc1-c1nnc(SCc2ccccc2)n1C1CC1	7
COc1ccccc1CNC(=O)Cn1ccc2ccc(Cl)cc21	2
Cc1nc2cc(C(=O)Nc3cccc(N4CCCC4=O)c3)ccc2n1-c1ccccc1	1
CCN1CCN(C(C(=O)O)c2c[nH]c3cc(NC(=O)c4ccccc4)ccc23)CC1 (configuration not stated)	-3
O=S(Cc1ccc(Cl)cc1)Cc1cccc2ccccc12 (configuration not stated)	7
CCN(Cc1ccc(Cl)s1)C(=O)CCl	-1
CC(C)C(=O)N1CCN(CCNc2cc(=O)oc3ccccc23)CC1	8
CC(C)Cc1ccc(C(C)NC(=O)Cn2nc(-c3ccc(F)cc3)oc2=O)cc1 (configuration not stated)	-1
CCCOc1ccc(-c2nonc2NC(=O)Cc2ccc(OC)cc2)cc1	11
COc1cccc(S(=O)(=O)Nc2c(NC3CCCC3)c3ccccc3oc2=O)c1	-7
O=S(=O)(NCCc1cn2ccccc2n1)c1cc(Cl)ccc1Cl	-8
COc1ccc(-c2c(C)oc3cc(OS(=O)(=O)c4ccc(C)cc4)ccc3c2=O)cc1	0

All compounds of this part, from the start:
SMILES	LDHA block
N#Cc1c2n(c(=O)n(CCOc3ccccc3)c1=O)CCC2	6
Cc1ccccc1CC(=O)NCC1CCCO1 (configuration not stated)	-7
CCC(=O)Nc1ccc2oc(-c3ccc(C)c(Cl)c3)nc2c1	-1
O=C(COC(=O)c1ccc(Cl)c([N+](=O)[O-])c1)c1ccc2c(c1)OCCO2	-7
CCOc1cccc(/C=C2\NC(=O)NC2=O)c1O	5
Fc1ccccc1-c1nnc(SCc2ccccc2)n1C1CC1	7
COc1ccccc1CNC(=O)Cn1ccc2ccc(Cl)cc21	2
Cc1nc2cc(C(=O)Nc3cccc(N4CCCC4=O)c3)ccc2n1-c1ccccc1	1
CCN1CCN(C(C(=O)O)c2c[nH]c3cc(NC(=O)c4ccccc4)ccc23)CC1 (configuration not stated)	-3
O=S(Cc1ccc(Cl)cc1)Cc1cccc2ccccc12 (configuration not stated)	7
CCN(Cc1ccc(Cl)s1)C(=O)CCl	-1
CC(C)C(=O)N1CCN(CCNc2cc(=O)oc3ccccc23)CC1	8
CC(C)Cc1ccc(C(C)NC(=O)Cn2nc(-c3ccc(F)cc3)oc2=O)cc1 (configuration not stated)	-1
CCCOc1ccc(-c2nonc2NC(=O)Cc2ccc(OC)cc2)cc1	11
COc1cccc(S(=O)(=O)Nc2c(NC3CCCC3)c3ccccc3oc2=O)c1	-7
O=S(=O)(NCCc1cn2ccccc2n1)c1cc(Cl)ccc1Cl	-8
COc1ccc(-c2c(C)oc3cc(OS(=O)(=O)c4ccc(C)cc4)ccc3c2=O)cc1	0
CSc1ccccc1C(=O)NC(C)c1ccccc1 (configuration not stated)	6
CC(C)(C)NC(=O)C(c1ccccc1F)n1c(=O)c(-c2cc3ccccc3[nH]2)nc2ccccc21 (configuration not stated)	2
COC(=O)c1nnn(CC(=O)Nc2ccc(C)cc2)c1C(=O)OC	0
O=C(/C=N/O)Nc1ccccc1[N+](=O)[O-]	1
O=C(NC1CCCCC1)c1nc(Cc2c[nH]c3ccccc23)no1	-12
COc1ccc(C)cc1S(=O)(=O)N1CCN(c2ccc(C)cc2C)CC1	-9
O=C(COc1ccccc1)Nc1ccc(-c2nc3cc(Cl)ccc3o2)cc1	3
Cc1ccc(/C=N\NC(=O)c2ccccn2)s1	3
COc1ccc(CCn2c(NC3CCCCC3)nc3c2c(=O)[nH]c(=O)n3C)cc1	3
COc1ccc(S(=O)(=O)N2CCN(C)CC2)cc1NC(=O)c1ccc(CN2CCCC2=O)cc1	4
O=C(/C=C/c1cccc(F)c1)c1cc2ccccc2oc1=O	4
Cn1cc(C(=O)NCCCN2CCCCCC2=O)c2ccccc21	-7
Cc1ccccc1CCNC(=O)c1ccc2c(c1)CCCC2	13
CC1=C(C(=O)Nc2ccc(C)cc2C)C(c2ccc(C(C)C)cc2)NC(=S)N1 (configuration not stated)	-24
CCOC(=O)c1ccc(NC(=O)CCS(=O)(=O)c2ccc3c(c2)CC(C)N3C(=O)CC)cc1 (configuration not stated)	-4
Cn1cnnc1Sc1nc2c(c(=O)n(C)c(=O)n2C)n1Cc1ccc(Br)cc1	-11
COc1ccc2oc(C(=O)OCC(=O)c3ccc4c(c3)OCO4)c(C)c2c1	1
CCn1c(SCC(=O)Nc2cccc(C(F)(F)F)c2)nnc1-c1cc2ccccc2o1	4
CCOC(=O)Nc1cccc(C#N)c1	3
CC1CCC2(CCc3cc4c5c(c(=O)oc4cc3O2)CCC5)CC1 (configuration not stated)	6
CC(=O)c1c[nH]c(C(=O)NC(C)c2ccccc2Cl)c1 (configuration not stated)	0
COc1ccc(NC(=O)Cc2ccc(OC)c(OC)c2)cn1	1
CC(=O)c1ccccc1NCC(=O)Nc1ccccc1	-21
O=c1[nH]c(=O)n(CC2CCCO2)c2nccc(-c3ccc4ccccc4c3)c12 (configuration not stated)	-5
O=C(CCNc1ncnc2nc[nH]c12)NCCC1CCN(Cc2ccccc2)CC1	0
N#C/C(=C/c1ccccc1)C(=O)c1c[nH]c2cc(F)ccc12	1
Cc1ccc(NC(=O)C2=C(c3ccccc3)NC(=S)NC2c2ccc(C(C)(C)C)cc2)cc1 (configuration not stated)	-23
Cc1nc2cc(NS(=O)(=O)c3c(C)c(C)cc(C)c3C)ccc2o1	15

Laid out differently: entries from further up
smiles,LDHA block
CC(=O)c1c[nH]c(C(=O)NC(C)c2ccccc2Cl)c1 (configuration not stated),0
Cc1nc2cc(NS(=O)(=O)c3c(C)c(C)cc(C)c3C)ccc2o1,15

(next part)
SMILES	LDHA block
CC(=O)c1nnn(-c2nc(N3CCCC3)nc(N3CCCC3)n2)c1C	10
Cc1cccc(Oc2c(C(F)(F)F)oc3cc(OCC(=O)OC(C)C)ccc3c2=O)c1	7
Cc1ccc2c(c1)C1CC(c3ccccc3Cl)=NN1C1(CCN(C)CC1)O2 (configuration not stated)	0
Cc1ccc(SC(C)C(=O)NC2CCCC2)cc1C (configuration not stated)	10
O=C(NCc1coc(-c2cccs2)n1)C1(c2ccc(Cl)cc2)CC1	3
Cc1ccc(CNc2oc(COc3ccccc3F)nc2C#N)cc1	4
Cn1c(COc2ccc(Cl)cc2)nnc1SCC(O)COc1ccc(C(C)(C)C)cc1 (configuration not stated)	1
O=C(NCc1ccccc1)C(c1cccc2ccccc12)n1c(=O)c(-c2cc3ccccc3[nH]2)nc2ccccc21 (configuration not stated)	2
COc1ccc(-n2c(COc3ccc(Cl)cc3)nnc2SCC(=O)C(C)(C)C)cc1	2
Cc1cccc(NC(=O)c2cnc3ccccc3n2)n1	16
Cc1ccc(-c2cc(C(=O)Nc3c(C)n(C)n(-c4ccccc4)c3=O)no2)cc1C	12
CCn1nc(C(=O)OCC(=O)Nc2ccc(Cl)c(S(=O)(=O)N(C)C)c2)c2ccccc2c1=O	-9
Cc1ccc(SCCC(=O)N2CCN(S(=O)(=O)c3ccc(Cl)s3)CC2)cc1	5
COc1ccc(CCc2nnc(NC(=O)c3ccccc3)s2)cc1	-2
O=C(CCSc1nnc(NC2CC2)s1)Nc1ccc(Br)cc1	13
COc1cc(NC(=O)CCn2ccnc2)cc(OC)c1OC	-1
CCOC(=O)N1CCN(C(=O)C[C@@H]2C[C@@]3(C(=O)OC)CCCCC=C3N(Cc3ccco3)C2=O)CC1	1
COc1ccc(N(CC(=O)Nc2c(C)n(C)n(-c3ccccc3)c2=O)S(C)(=O)=O)cc1Cl	7
O=C(Nc1ccccc1F)c1cc2cc(Br)ccc2oc1=O	2
CC(C)c1nc(N2CCN(C(=O)C(=O)NCCCO)CC2)c(C#N)c2c1CCCC2	-6
CSc1ccc(/C=C/c2nc(N)nc(-c3ccccc3O)n2)cc1	-3
COCc1nnc(NC(=O)c2ccc3ccn(Cc4ccccc4)c3c2)s1	-1
O=C(NC1CCCC1)c1nc(-c2ccc3cc[nH]c3c2)no1	0
Cc1cc(C)c2oc(C(=O)N3CCN(c4cccc(Cl)c4)CC3)cc(=O)c2c1	-19
NC(=O)[C@@H]1CCCN1C(C(=O)O)c1cn(CCC(=O)O)c2cc(Br)ccc12 (some centres not stated)	-1
CCc1ccc(CNCC(O)c2ccccc2)cc1 (configuration not stated)	2
O=C(NCc1ccc(CN2CCCC2)cc1)c1cc(=O)[nH]c2ccccc12	-2
CCCCCOc1nc2ccccc2nc1NS(=O)(=O)c1ccccc1	1
CCNC(=O)NC(=O)CN(C)Cc1ccc(C2CC2C)o1 (configuration not stated)	2
CC(C)c1ccc(CCNC(=O)Cn2ncc3ccccc3c2=O)cc1	-8
COc1ccccc1C1=NS(=O)(=O)N(C)C(C(=O)N2CCCCC2C)=C1 (configuration not stated)	1
COc1ccc(Nc2nc(C(=O)OCC(=O)c3cccc(OC)c3)cs2)cc1	5
O=C1CC(C(=O)Nc2ccc(Cl)cc2)c2ccc(F)cc2N1 (configuration not stated)	13
Cn1nnnc1Sc1ncnc2scc(-c3ccc4c(=O)ccoc4c3)c12	-3
COCCNc1nc(-c2ccsc2)nc2ccccc12	-13
O=C(CN1CCCCC1)Nc1nc(-c2ccccc2)c(-c2ccccc2)s1	2
COc1cc(NC(=O)Cn2nc3ccc(SC4CCCCC4)nn3c2=O)cc(OC)c1OC	-6
COC(=O)C1(C(=O)OC)c2ccccc2N(S(=O)(=O)c2ccc(C)cc2)C1CC(=O)c1ccccc1 (configuration not stated)	-6
O=C(CSc1nnc(-c2ccccc2)c(-c2ccccc2)n1)NC(=O)NCc1ccccc1	3
CN(Cc1ccc2c(c1)OCO2)C(=O)c1cccc(OCc2ccccc2)c1	5
O=C(Cn1cc(C(F)(F)F)cc(Cl)c1=O)Nc1cc(Cl)ccc1F	1
CCOC(=O)c1ccccc1NC(=O)Cn1c(=O)c2c(OCC)c(CC)cnc2n(C)c1=O	22
CC1(C(=O)NCc2ccccc2)CSCC(=O)N1Cc1cccc(C(F)(F)F)c1 (configuration not stated)	3
C=CCNC(=O)CNC(c1ccccc1)c1ccccn1 (configuration not stated)	12
OCCNc1nc(Nc2ccc(Br)cc2)nc2nccnc12	-3
N#CCCn1cc(C(=O)CN2C(=O)NC3(CCCC3)C2=O)c2ccccc21	7
COc1ccc(C(C)=O)cc1CC(=O)OCc1ccc(C#N)cc1	7
CCCC(CCC)C(=O)Nc1cccc(C(=O)NCC(C)C)c1	11
OB(O)c1cccc2c1sc1ccccc12	9
Cc1ccc2c(=O)cc(C(=O)N3CCC(Cc4ccccc4)CC3)oc2c1	-3
Cc1ccc(Nc2nc(-c3cc4cc(Br)ccc4oc3=O)cs2)cc1	2
Cc1cc2ccccc2n1CC(=O)NC1CCC(C)CC1 (configuration not stated)	-1
CC(C)C1NC(=O)N(Cc2cc(F)cc3cccnc23)C1=O (configuration not stated)	0
C/C(Cc1ccccc1)=N\NC(N)=S	-6
O=C(Cn1ccn2nc(-c3ccc4c(c3)OCO4)cc2c1=O)NCc1ccco1	-10
CCOc1c(Br)cc(C(=O)N2CCN(c3ncccn3)CC2)cc1OC	-9
Cc1ccc2c(CCNC(=O)c3cnccn3)c[nH]c2c1	1
C=C(C)COc1ccc2c(=O)c(-c3ccccc3OC)coc2c1	-2
COC(=O)c1ccc(OC)cc1OCc1ccc(C#N)cc1	-1
O=C(/C=C/c1csc(-c2ccc(F)cc2)n1)N1CCN(c2cccc(C(F)(F)F)c2)CC1	4
Carrying on:
SMILES	LDHA block
O=[N+]([O-])c1cc(S(=O)(=O)Nc2ccccc2)ccc1N/N=C1/CC2CC=CC12 (configuration not stated)	-22
O=C(Nc1ccc2oc(=O)ccc2c1)c1cc(Cl)ccc1Cl	-1
CC(C)c1ccccc1NC(=O)CCc1ncc(-c2ccccc2)o1	0
CCC(/C=N/NC(N)=O)=C\c1ccccc1	5
Cc1cc(OCCn2c(CNC(=O)c3ccco3)nc3ccccc32)ccc1Cl	-6
CNS(=O)(=O)c1cccc(C(=O)NCC2(c3ccccc3)CCC2)c1	5
CC(On1nnc2ccccc21)C(=O)Nc1ccc(Cl)cc1Cl (configuration not stated)	7
COc1cc(OC)cc(C(=O)Oc2cccc3ccc(C)nc23)c1	22
O=C(c1cc(NC2CCCCCC2)nc2ccccc12)N1CCOCC1	1
CCN(C)C1CN(Cc2cn(Cc3ccc(OC)cc3)nn2)S(=O)(=O)C1 (configuration not stated)	-2
Cc1ccc(-c2cc(C(=O)NC(C)C)c3ccccc3n2)cc1C	2
Cc1ccc(C)c(S(=O)(=O)c2nnn3c2nc(NCc2ccc(F)cc2)c2sccc23)c1	-21
CCOc1cc(C(=O)Nc2cccc(Cl)c2N2CCCC2)cc(OCC)c1OCC	-3
CC(O)CNc1nc2c(c(=O)n(C)c(=O)n2C)n1Cc1ccc(F)cc1 (configuration not stated)	-7
CCC(NC(=O)CC1C=CCC1)C12CC3CC(CC(C3)C1)C2 (configuration not stated)	6
CC(CC(=O)Nc1cnc2ccccc2c1)c1ccccc1 (configuration not stated)	3
COc1ccccc1N(C)S(=O)(=O)c1ccc(C(=O)Nc2ccc(C(C)C)cc2)cc1	9
CC1CCC(c2nnc(-c3ccccc3Cl)o2)CC1 (configuration not stated)	-2
C/C(CCc1oc2ccc(Br)cc2c1-c1ccc(C)o1)=N\O	?
Cc1[nH]c(SCC(=O)NCCc2ccc3c(c2)OCCO3)nc1Cc1ccccc1	-1
O=C(OCc1nc2ccccc2o1)c1cccc(S(=O)(=O)N2CCCCCC2)c1	5

Screens as filed in PubChem.

These rows are one share of the data (hit frequency here may not be typical).
